Screening results: PubChem BioAssay, several laboratories
GPR35 arrestin U2OS = inhibition of zaprinast-stimulated GPR35 beta-arrestin translocation – imaging, U2OS, beta-arrestin-GFP, zaprinast agonist, primary screen (AID 2058). 290,000 tested, 0.052% active. one-dose inhibition, % at 10 µM; IC50 in µM for titrated hits. U2OS GPR35 beta-arrestin-GFP translocation imaging, zaprinast antagonism; higher % means a stronger effect;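 active = inhibition of at least 50% with at least 30 cells and total cytoplasm GFP at most 10,000,000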
GPR55 LPI antagonism = inhibition of LPI-stimulated GPR55 beta-arrestin translocation – imaging, U2OS, beta-arrestin-GFP, LPI agonist, primary screen (AID 2013); U2OS GPR55 beta-arrestin-GFP translocation imaging, LPI antagonism; higher % means a stronger effect; inhibition, % at 10 µM; hits with a dose series show IC50 in µM; 290,000 tested, 0.13% active;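 active = spots per cell inhibited over 60%, with over 100 cells counted and total cytoplasm intensity under 500,000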;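 also: U2OS cells stably carrying GPR55 and arrestin-GFP stimulated by 5 µM LPI near EC80; imaged beta-arrestin-GFP aggregate spots per cell after agonist stimulation; plate controls were LPI-stimulated DMSO wells for no effect and DMSO wells without LPI for full effect; some results filed as inactive read as strong as hits; confirmed hits need IC50 under 10 µM and bright autofluorescent wells are also inconclusive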
KOR beta-arrestin-1 = KOR antagonists, beta-arrestin recruitment, cell-based, luminescence, uHTS (AID 1778). KOR beta-arrestin recruitment, luminescence, antagonist mode; higher % means a stronger effect. inhibition, % at 10 µM, or IC50 in µM where a hit was titrated. 290,000 tested, 0.091% active; in the data active = inhibition above about 50%; also: strong numbers were not always called active
KOR beta-arrestin-2 = KOR agonists, beta-arrestin recruitment, primary screen, cell-based, luminescence, uHTS (AID 1777); activation, % at 10 µM, or EC50 in µM where a hit was titrated; KOR beta-arrestin recruitment, luminescence; higher % means a stronger effect; 280,000 tested, 0.02% active; in the data active = activation above about 50%, passing the limit was not always enough; also: a part of the inactive calls stands beside numbers as strong as those of hits
West Nile antiviral = inhibition of WNV-induced cytopathic effect – cell-based, CPE readout (AID 1621); West Nile virus-infected cells, CPE inhibition; higher % means a stronger effect; CPE inhibition, % at 10 µM; hits with a dose series show IC50 in µM; 290,000 tested, 0.02% active; in the data active = a potency from the dose series; also: strong numbers were not always called active
GPR55 activation = GPR55 agonists via beta-arrestin recruitment, primary screen, imaging, U2OS cells, beta-arrestin-GFP redistribution (AID 1961). U2OS GPR55 beta-arrestin-GFP redistribution imaging; higher % means a stronger effect. activation, % at 10 µM, or EC50 in µM where a hit was titrated. 290,000 tested, 0.048% active;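 active = activation above 40% with more than 50 cells counted in the well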;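 also: U2OS osteosarcoma cells stably expressing GPR55 and beta-arrestin-GFP; plate controls were DMSO negative control for no effect and LPI positive control for full effect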
Salmonella PhoP GFP = inhibitors of PhoP regulon expression, primary screen, Salmonella Typhimurium, GFP reporter (AID 1863) | S. Typhimurium PhoP-regulated promoter GFP reporter, 4 h; higher % means a stronger effect | inhibition, % at 50 µM, or IC50 in µM where a hit was titrated | 300,000 tested, 0.16% active;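 active = inhibition over 29.93%, a cutoff 3 SD above the screen mean, later confirmed by dose response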;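 also: 0% = low Mg2+ inducing control and 100% = high Mg2+ repressing control; strong numbers were not always called active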
NTR1 ag = NTR1-driven beta-arrestin-GFP spot formation – imaging, U2OS cells, high content, primary screen (AID 493036). P30989. agonist mode. activation, % at 20 µM. 330,000 tested, 0.17% active;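 active = activation at or above 40% of the spot to cytoplasm intensity ratio, with at least 20 cells analyzed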;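 also: 0% = DMSO without peptide and 100% = 100 nM NTR1 peptide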
Target sequence (P30989 whole entry, looked up): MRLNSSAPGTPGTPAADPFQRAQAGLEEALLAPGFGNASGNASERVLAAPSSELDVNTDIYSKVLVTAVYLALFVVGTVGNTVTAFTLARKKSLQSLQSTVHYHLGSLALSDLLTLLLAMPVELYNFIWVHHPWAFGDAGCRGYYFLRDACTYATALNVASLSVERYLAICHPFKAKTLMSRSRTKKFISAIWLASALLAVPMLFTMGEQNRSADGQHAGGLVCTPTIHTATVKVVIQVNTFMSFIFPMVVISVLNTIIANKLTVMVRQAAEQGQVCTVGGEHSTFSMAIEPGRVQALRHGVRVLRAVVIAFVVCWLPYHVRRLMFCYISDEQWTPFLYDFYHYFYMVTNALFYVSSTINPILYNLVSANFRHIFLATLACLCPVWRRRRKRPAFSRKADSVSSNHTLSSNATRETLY
T cell modulator = T cell immune modulation candidate | 330,000 tested, 0.068% active | calls only at 7 µM | 2C CD8+ T cell-vesicle binding, flow cytometry; active compounds read low;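 active = response, share of CD8 T cells binding vesicles, and their 90th percentile fluorescence all below set limits, cut at about 80% in these data, passing the limit was not always enough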
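Test system: purified 2C TCR transgenic mouse naive CD8+ T cells. Probe or stimulus: QL9-peptide-loaded Drosophila micro-vesicles bearing Ld, ICAM-1 and B7-1. Incubation: binding step 1.5 h, 37 °C, antibody labelling 20 min, ice. Measured by: flow cytometry of vesicle-bound cells.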
T cell modulator vesicle-bound % = recorded beside T cell modulator, whose call it bears; double positive events, %; measured here: CD8+ vesicle-bound cell fraction;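 binding gate set so that unloaded-vesicle control wells show 10% double positive cells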
NTR1 ag cell count 20 µM = second read-out of NTR1 ag, no call of its own (marks repeat the call); cell count; measured here: cell count, cytotoxicity flag
* hit, by the source's call; i = inactive; nt = not tested or not shown; [ ] = remark or other dose.

SMILES	GPR35 arrestin U2OS	GPR55 LPI antagonism	KOR beta-arrestin-1	KOR beta-arrestin-2	West Nile antiviral	GPR55 activation	Salmonella PhoP GFP	NTR1 ag	NTR1 ag cell count 20 µM	T cell modulator	T cell modulator vesicle-bound %
CCN(CC)S(=O)(=O)c1ccc(Cl)c(NC(=O)COC(=O)c2cccn2C)c1	4%	6%	-10%	-2.8%	-0.8%	-0.3%	-3%	0.4	53	i	2
O=C1c2cccc3cccc(c23)C(=O)N1CCCSc1ncn[nH]1	4%	-6%	-14%	0.1%	0.8%	1.5%	1%	2.6	53	i	37
Cc1cc(C)nc(N/N=C/c2ccco2)n1	-9%	2%	-20%	-4.7%	-0.1%	-0.2%	3%	0.4	46	i	37
CCC(=O)NNc1nc2c(C)c(C)ccc2s1	3%	0%	-30%	-0.4%	-0.6%	-0.2%	3%	1.1	37	i	27
O=C(CS(=O)(=O)c1ccccc1)NCc1ccc(Cl)cc1	-2%	14%	4%	-2.2%	1.4%	-0.1%	-4%	-1.6	78	i	25
COc1ccc(OC)c2sc(NC(=O)CCSc3ccccc3)nc12	13%	1%	-14%	2.7%	0.5%	-0.3%	2%	28	85	i	20
CCN/N=C(\Cc1nc2ccccc2[nH]1)c1ccccc1	-13%	0%	-14%	6.8%	-1.0%	-0.3%	4%	-0.4	38	i	32
O=C(Nc1cccc(-c2nnn(CC(=O)N3CCc4ccccc4C3)n2)c1)C1CCC1	6%	3%	-34%	-0.2%	-0.7%	0.1%	1%	1.8	36	i	12
Nc1cc(C(F)(F)F)ccc1Nc1ccccc1	-10%	-6%	-48%	14%	-0.1%	1.6%	9%	0.0	96	i	57
CCN(c1ccccc1)S(=O)(=O)c1ccc2[nH]cc(C(=O)NCCOC)c(=O)c2c1	21%	-10%	18%	0.2%	0.4%	-0.1%	-8%	1.0	44	i	31
CCOC(=O)Nc1ccc2c(c1)N(C(=O)N1CCN(C)CC1)c1ccccc1CC2	-5%	4%	-11%[20 µM]	10%	-0.7%	-0.1%	nt	1.2	30	i	31
Cc1ccc(C)c(NC(=S)N2CCC(c3nc4ccccc4s3)CC2)c1	-19%	8%	-31%	12%	-0.2%	0.0%	-5%	-0.5	46	i	8
CCC(=O)Nc1ccc(C(=O)CSc2nc3ccc(C)cc3[nH]2)cc1	7%	5%	12%	-0.9%	-0.2%	-0.6%	4%	nt	nt	i	19
CC(C)(C)OC(=O)NC(Cc1ccccc1)C(=O)O (centres undefined)	0%	-11%	13%	0.7%	0.3%	-0.6%	-3%	2.2	54	i	50
CCOc1ccc(/C=N/NC(=O)c2cc(-c3cccn3C)n[nH]2)cc1	3%	6%	3%	-2.6%	0.9%	-0.5%	-2%	-0.2	43	i	53
CC(C)(C)c1cc(Cl)c(O)c(NC(=S)NC(=O)c2cccnc2)c1	10%	5%	1%	-6.4%	-1.0%	0.1%	10%	0.8	44	i	43
COCCNC(=O)c1csc2c1CCCC2	4%	6%	-33%	7.0%	0.1%	-0.1%	-2%	-0.3	44	i	12
O=c1[nH]c(CN2CCN(c3ccc(O)cc3)CC2)nc2scc(-c3ccc(Cl)cc3)c12	-5%	-8%	-102%[20 µM]	-5.0%	-1.4%	0.6%	4%	1.3	74	i	52
CCC(C)Sc1nc(C)nc2c1c(=O)n(C)c(=O)n2C (centres undefined)	14%	22%	-2%	4.4%	-0.2%	-0.2%	2%	1.5	90	i	28
O=C1Nc2ccc(F)cc2C12Nc1ccccc1-c1nnc(SCc3ccccc3)nc1O2 (centres undefined)	-2%	-1%	-42%	0.8%	0.1%	-0.1%	-16%	4.2	51	i	19
CN(C(=O)c1ccc(Cl)c(S(=O)(=O)N2CCOCC2)c1)c1ccccc1C(=O)O	-12%	2%	13%	16%	0.1%	-0.3%	-5%	-0.6	56	i	10
COc1cc2[nH]c(=S)n(CCCN3CCOCC3)c(=O)c2cc1OC	-11%	2%	-34%	1.4%	-0.3%	-0.1%	9%	-1.0	53	i	36
NC(=O)C1CCN(C(=O)COc2ccc3c4c(c(=O)oc3c2)CCCC4)CC1	9%	23%	-75%[20 µM]	0.8%	0.4%	0.4%	1%	9.1	103	i	22
Cc1ccc(-c2cnc(NCc3cc4c(cc3[N+](=O)[O-])OCO4)n2C)cc1C	50%	-1%	-98%[20 µM]	nt	1.7%	0.0%	3%	-0.9	36	i	41
O=C(CC1C(=O)N(c2ccccc2)C(=O)N1Cc1ccco1)Nc1ccccc1 (centres undefined)	1%	7%	-17%	-2.3%	0.1%	0.5%	-2%	0.1	52	i	35
CSc1nc(C)cc(NC(N)=O)n1	-4%	8%	-32%	-3.1%	0.2%	0.5%	0%	0.3	71	i	47
COc1ccc([N+](=O)[O-])cc1NC(=O)C(C)Sc1ccc(C)cc1 (centres undefined)	-8%	-6%	18%	10%	-0.3%	-0.1%	13%	2.3	54	i	58
CC(C)Cn1c(SCC(=O)NCc2ccc(Cl)cc2)nnc1-c1cccc(S(=O)(=O)N2CCOCC2)c1	-21%	-8%	1%	0.9%	nt	0.2%	2%	1.1	58	i	29
c1ccc(CN2CCN(c3nc4ccccc4c4ccccc34)CC2)cc1	2%	-11%	12%	-0.2%	-0.1%	0.5%	13%	9.4	30	i	55
Cc1cc(NC(=O)CSc2n[nH]c(N)n2)no1	-4%	0%	18%	-2.8%	-0.2%	0.3%	-2%	0.7	59	i	70
O=C(Nc1ccccc1)Oc1ccccc1N1CCOCC1	10%	17%	5%	-2.3%	-0.1%	-0.2%	-7%	0.2	64	i	36
CCOC(=O)C1CCN(C(=O)CCc2nnc3ccc(N4CCC(C)CC4)nn23)CC1	-6%	9%	-21%	-5.1%	-0.2%	-0.1%	-7%	0.0	59	i	39
CCN1CCN(c2ccc(N=Cc3ccc(O)cc3O)cc2)CC1	-5%	4%	-67%[20 µM]	-5.2%	1.2%	-0.1%	18%	3.4	39	i	26
CSc1cccc(NC(=O)CSc2ccc(C)cc2)c1	0%	15%	5%	-2.6%	-0.2%	-0.1%	-7%	-2.5	55	i	52
COc1cccc(NC(=O)C/C(C)=N/NC(=O)c2ccccc2Cl)c1	4%	12%	-18%	1.4%	-0.1%	-0.1%	-5%	-0.9	44	i	9
COc1ccc(C(=O)NC(=S)N2CCCc3ccccc32)cc1OC	-9%	3%	-24%	-3.6%	-0.8%	-0.2%	7%	0.6	56	i	41
O=c1c2c(nc3cc(-c4ccc(F)cc4)[nH]n13)CCCC2	11%	5%	-14%	-5.8%	-0.2%	0.5%	6%	0.5	67	i	37
COC(=O)c1ccc(Cn2nc(C)cc2C)cc1	12%	9%	-16%	-2.0%	0.1%	-0.1%	-11%	3.8	63	i	29
COC(=O)C(=O)Nc1nnc(COc2ccccc2)s1	4%	-2%	-12%	8.1%	0.0%	-0.1%	1%	-0.9	83	i	40
CCOC(=O)C1(CCc2ccccc2)CCN(Cc2cccc3nccnc23)CC1	-1%	11%	1%[20 µM]	nt	-2.0%	0.0%	-6%	0.0	38	i	30
COc1ccc(-c2cc(C(=O)NN)[nH]n2)cc1OC	0%	0%	-15%[20 µM]	nt	-0.8%	-0.1%	-12%	2.7	42	i	14
CCC(C(=O)NCc1ccco1)N(C(=O)CNS(=O)(=O)c1ccccc1)c1ccccc1C (centres undefined)	-5%	6%	-4%[20 µM]	-14%	-1.2%	-0.1%	12%	1.0	64	i	46
Cn1cccc1/C=C1\SC(=S)N(NC(=O)c2ccccc2Cl)C1=O	-2%	17%	-6%	9.7%	-0.6%	0.5%	-63%	nt	nt	i	24
CC(NC(=O)COC(=O)c1ccccc1Nc1ccccc1)c1ccccc1 (centres undefined)	-4%	12%	20%	-2.4%	-0.7%	0.6%	4%	12	38	i	5
O=C(CN1CCN(S(=O)(=O)c2ccccc2)CC1)NC(=O)NCc1ccco1	-7%	3%	34%	-4.8%	0.1%	-0.1%	-5%	1.9	70	i	31
COc1ccc(CCNC(=O)C23CN(Cc4ccccc4)CC2C(c2ccc([N+](=O)[O-])cc2)=NO3)cc1 (centres undefined)	-4%	-3%	-37%	-0.8%	-1.3%	0.5%	-3%	-3.3	49	i	34
O=C(NCc1ccccc1Cl)c1ccc(CSc2nc3ccncc3[nH]2)cc1	4%	19%	7%	-4.2%	0.1%	-0.1%	-4%	-0.5	47	i	19
CN(CCO)C1=NS(=O)(=O)c2cc([N+](=O)[O-])ccc21	13%	6%	8%	-4.4%	0.0%	-0.2%	-4%	-0.2	40	i	44
CCNc1ccc(C(=O)OCC)cc1NC(=O)c1cccc(S(=O)(=O)N(C)c2ccccc2)c1	2%	-16%	-6%	-3.0%	-0.6%	-0.2%	-1%	-0.4	40	i	37
O=C(N/N=C/c1ccc2c(c1)OCO2)c1cccs1	1%	2%	-22%	-2.1%	0.4%	0.1%	-10%	-0.9	78	i	59
CCOC(=O)c1sc2ncc([N+](=O)[O-])cc2c1N	8%	10%	33%	-0.8%	-0.5%	0.3%	-6%	0.6	48	i	17

Structural class, the compounds so far containing a COOH group.
SMILES	GPR35 arrestin U2OS	GPR55 LPI antagonism	KOR beta-arrestin-1	KOR beta-arrestin-2	West Nile antiviral	GPR55 activation	Salmonella PhoP GFP	NTR1 ag	NTR1 ag cell count 20 µM	T cell modulator	T cell modulator vesicle-bound %
CC(C)(C)OC(=O)NC(Cc1ccccc1)C(=O)O (centres undefined)	0%	-11%	13%	0.7%	0.3%	-0.6%	-3%	2.2	54	i	50
CN(C(=O)c1ccc(Cl)c(S(=O)(=O)N2CCOCC2)c1)c1ccccc1C(=O)O	-12%	2%	13%	16%	0.1%	-0.3%	-5%	-0.6	56	i	10

Shown with bars between the fields: part of the list above.
smiles | GPR35 arrestin U2OS | GPR55 LPI antagonism | KOR beta-arrestin-1 | KOR beta-arrestin-2 | West Nile antiviral | GPR55 activation | Salmonella PhoP GFP | NTR1 ag | NTR1 ag cell count 20 µM | T cell modulator | T cell modulator vesicle-bound %
COc1ccc([N+](=O)[O-])cc1NC(=O)C(C)Sc1ccc(C)cc1 (centres undefined) | -8% | -6% | 18% | 10% | -0.3% | -0.1% | 13% | 2.3 | 54 | i | 58
CC(C)Cn1c(SCC(=O)NCc2ccc(Cl)cc2)nnc1-c1cccc(S(=O)(=O)N2CCOCC2)c1 | -21% | -8% | 1% | 0.9% | nt | 0.2% | 2% | 1.1 | 58 | i | 29
c1ccc(CN2CCN(c3nc4ccccc4c4ccccc34)CC2)cc1 | 2% | -11% | 12% | -0.2% | -0.1% | 0.5% | 13% | 9.4 | 30 | i | 55
Cc1cc(NC(=O)CSc2n[nH]c(N)n2)no1 | -4% | 0% | 18% | -2.8% | -0.2% | 0.3% | -2% | 0.7 | 59 | i | 70

Not a hit list; about 0.62% have a hit in one of these screens.
